Screens (PubChem)
V1aR counter = agonists of human V1a receptor, primary screen, counter-screen for OXTR agonist project, fluorescence, CHO-V1R cells; Vasopressin V1a receptor (Homo sapiens), P37288; Fluo-8 calcium fluorescence, agonist mode; 0% DMSO, 100% 3 nM vasopressin; activation, % at 3 µM; 0.25% of 320,000 active;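 active = activation above the mean activation of all tested compounds plus 3 SD, per screening run, cut at about 20% in these data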;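 note: signal is peak over basal fluorescence ratio across a 100 second FLIPR read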
Target sequence (P37288 whole entry, looked up): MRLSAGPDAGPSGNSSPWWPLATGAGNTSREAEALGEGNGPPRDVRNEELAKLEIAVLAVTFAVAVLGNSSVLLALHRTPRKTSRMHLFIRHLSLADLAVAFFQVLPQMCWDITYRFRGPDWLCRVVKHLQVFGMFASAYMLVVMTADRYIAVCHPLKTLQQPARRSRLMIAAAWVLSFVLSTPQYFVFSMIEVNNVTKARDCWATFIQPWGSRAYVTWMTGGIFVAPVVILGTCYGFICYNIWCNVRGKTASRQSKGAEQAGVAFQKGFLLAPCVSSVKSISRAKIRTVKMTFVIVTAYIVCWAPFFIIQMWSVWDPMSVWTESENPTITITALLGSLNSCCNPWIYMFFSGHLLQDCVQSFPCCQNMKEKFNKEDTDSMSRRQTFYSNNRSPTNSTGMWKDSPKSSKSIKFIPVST
CHO-K1 Ca antag = counter-screen for M1 antagonists: effect in parental CHO-K1 cells | ATP-induced calcium, Fluo-8 fluorescence | AID 602250 | inhibition, % at 3 µM | 0.6% of 360,000 active;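 active = inhibition above a per-plate cutoff, the plate's mean sample inhibition plus 3 SD, cut at about 24% in these data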;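 note: 0% = DMSO plus EC80 ATP and 100% = DMSO alone without ATP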
TAAR1 antagonist = human TAAR1 antagonists, primary screen, Fluo-8 calcium fluorescence, CHO RD-HGA16 cells | inhibition, % at 3 µM | 1.5% of 360,000 active | antagonist | AID 624466, 2012;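 active = inhibition above a per-plate cutoff, the mean inhibition of test compounds on that plate plus 3 SD, cut at about 49% in these data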;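 note: 0% = DMSO plus EC80 beta-PEA response and 100% = DMSO alone without agonist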
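Assay system: RD-HGA16 CHO cells with stable hTAAR1 and Gα16 / Reagent: EC80 β-phenethylamine stimulus / Doses: 3 µM, single point / Timing: dye loading 75 min at 37 °C, then 30 min room temperature / Measured by: Fluo-8 intracellular calcium dye fluorescence, real-time kinetic reads / Controls: vehicle wells and EC80 agonist wells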
CHO parental Ca = ATP-evoked calcium signal inhibitors, parental CHO, primary screen, counter-screen for OX1R antagonist project, cell-based, fluorescence, Fluo-8 calcium dye | inhibition, % at 5.6 µM | 0.63% of 330,000 active | parental CHO-K1, ATP-induced calcium, Fluo-8 fluorescence;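 active = inhibition above that plate's mean sample inhibition plus 3 SD, cut at about 26% in these data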;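 note: 0% = ATP-challenged DMSO wells and 100% = DMSO wells without ATP; some compounds past the cut are filed as inactive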
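Assay system: untransfected parental CHO cell line. Also added: ATP agonist challenge. Dosing: one dose, 5.6 µM nominal. Measured by: Fluo-8 fluorescence. Read-out: % inhibition. Benchmarks: ATP wells versus no-ATP DMSO wells. Repeats: no replicates.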
TAAR1 ag = human TAAR1 agonists, primary screen, Fluo-8 calcium fluorescence, CHO RD-HGA16 cells; 0.99% of 360,000 active; vehicle wells 0%, saturating PEA agonist 100%; Trace amine-associated receptor 1 (Homo sapiens), Q96RJ0; activation, % at 3 µM;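 active = activation above the mean activation of all test compounds in the run plus 3 SD, cut at about 38% in these data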
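System: CHO RD-HGA16 cells carrying human TAAR1 plus Gα16; Incubation: 17-24 h seeding, 75 min 37 °C dye, 30 min RT; Measured by: Fluo-8 fluorescence, 5 s baseline then 140 s kinetic read; Control set: DMSO and PEA EC100; Replication: single well for each compound.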
CHO-K1 Ca ag = counter-screen for M1 agonists: effect in parental CHO-K1 cells | Fluo-8 calcium fluorescence; scaled to maximal ATP response, vehicle zero | activation, % at 3 µM | 0.48% of 360,000 active | AID 602248, 2012; in the data active = activation above about 15%;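 note: untransfected CHO-K1 host cells lacking M1 receptor as counterscreen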
CHRM1 agonist = human M1 muscarinic receptor agonists, primary screen, Fluo-8 calcium fluorescence, CHO-K1 cells, HTS. 0.33% of 360,000 active. activation, % at 3 µM. CHO-K1 hM1, agonist mode; 0% DMSO, 100% acetylcholine EC100. AID 588814, 2011. Muscarinic acetylcholine receptor M1 (Homo sapiens), P11229;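 active = activation above the run's mean compound activation plus 3 SD, cut at about 16% in these data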;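 note: peak over basal fluorescence ratio within a 140 s kinetic read after compound addition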
OXTR potentiator = human OXTR potentiators, primary screen, fluorescence, CHO-OTR cells, Fluo-8 calcium; Oxytocin receptor (Homo sapiens), P30559; Fluo-8 calcium fluorescence, potentiator mode; 0% = oxytocin EC15, 100% = EC100; activation, % at 3 µM; 0.061% of 320,000 active; AID 2445, 2010;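 active = activation above that plate's cutoff, the mean activation of tested compounds plus 3 SD, cut at about 6.6% in these data, passing the limit was not always enough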;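 note: 100% uses oxytocin at 75 nM as the full agonist control; some results filed as inactive read as strong as hits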
Target sequence (P30559 whole entry, looked up): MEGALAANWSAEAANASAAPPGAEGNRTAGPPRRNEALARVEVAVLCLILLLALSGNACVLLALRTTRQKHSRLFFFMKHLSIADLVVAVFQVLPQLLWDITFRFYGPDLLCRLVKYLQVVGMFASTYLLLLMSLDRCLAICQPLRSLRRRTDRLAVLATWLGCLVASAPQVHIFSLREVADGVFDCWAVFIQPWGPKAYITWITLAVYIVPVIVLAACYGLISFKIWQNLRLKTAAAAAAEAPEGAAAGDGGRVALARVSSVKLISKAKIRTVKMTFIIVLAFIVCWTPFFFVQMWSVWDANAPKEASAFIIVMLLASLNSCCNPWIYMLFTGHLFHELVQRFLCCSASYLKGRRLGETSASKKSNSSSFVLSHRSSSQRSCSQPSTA
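Material: human OTR in CHO cells. Compound: 3.0 µM, one dose. Timing: compound 6 min at room temperature before oxytocin, 100 s read. Evaluation: % activation of max/min ratio relative to oxytocin controls. Replication: single well per compound, singlicate. Signal: Fluo-8 calcium dye fluorescence.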
CHO-K1 Ca PAM = nonselective calcium activators in parental CHO-K1 cells, primary screen, counter-screen for M1 PAM project, cell-based, Fluo-8 calcium fluorescence, full deck, 1536-well; ATP EC20; 0% at ATP EC20, 100% at ATP max; activation, % at 3 µM; 0.02% of 360,000 active; AID 602247, 2012;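 active = activation above the run cutoff, the mean activation of all test compounds plus 3 SD, cut at about 40% in these data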;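 note: peak over basal fluorescence ratio in a 140 s read after ATP addition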
Active calls of the source: *; nt = no result given.

SMILES,V1aR counter,CHO-K1 Ca antag,TAAR1 antagonist,CHO parental Ca,TAAR1 ag,CHO-K1 Ca ag,CHRM1 agonist,OXTR potentiator,CHO-K1 Ca PAM
COc1ccc(S(=O)(=O)N2CC(C)OC(C)C2)cc1C(=O)N1CCCCC1 (configuration not stated),-0.3,0,-10,-9,3,0.2,-3,6,7
CCOc1ccc(OCCOC(=O)C2CCN(S(=O)(=O)c3ccc(C)c(C)c3)CC2)cc1,0.9,-5,11,-3,6,1.7,-1,-12,4
COc1ccccc1NC(=O)NCCCCc1ccccc1,0.7,4,-1,-9,-2,0.5,4,-4,-16
Cc1ccc(Cl)cc1NC(=O)N[C@@H](C)C(=O)O,0.2,-12,-6,-4,4,0.3,0,-5,12
CC1(C)C(C=C(Cl)Cl)C1C(=O)NC(O)C(=O)c1ccccc1 (configuration not stated),-0.1,-8,-20,-21,9,-0.1,-7,-18,-7
CC(=O)c1cc(CC=C(C)C)c(O)cc1O,-0.6,-9,2,2,12,-0.3,-3,-12,15
COc1cccc(-n2c(SCC(=O)NC(C)(C)C)nnc2-c2ccoc2C)c1,0.2,-4,-8,-24,-2,-0.2,-5,-1,9
CC(=O)NN1C(=O)/C(=C\c2ccc(O)cc2)SC1=S,4.7,0,21,-6,19,5.5,4,-3,6
N=c1c(S(=O)(=O)c2ccc(Cl)cc2)cc2c(=O)n3ccccc3nc2n1CC1CCCO1 (configuration not stated),0.0,-10,nt,-5,nt,1.7,-5,-6,-1
Cc1cc(NC(=O)COC(=O)C2CC(=O)N(c3cccc(Cl)c3)C2)no1 (configuration not stated),2.0,-7,-1,-7,3,1.2,1,4,-3
COc1ccc2c(c1)c(/C=N/Nc1ccc(C(=O)O)cc1)c(C)n2C,0.6,-10,-21,-2,2,0.3,-1,2,6
COc1ccc2c(c1)c(CC(=O)Nc1ccc(C)cc1)c(C)n2C(=O)c1ccc(Cl)cc1,1.1,-6,12,-4,18,0.6,-3,-1,14
Cc1ccc(N(C(C)C(=O)N2CCCC2)S(C)(=O)=O)cc1 (configuration not stated),0.0,-14,-18,-5,3,1.9,-2,-5,23
COc1ccc(CCn2c(-c3ccc(C(C)(C)C)cc3)n[nH]c2=S)cc1OC,-1.4,-8,-4,-28,12,0.8,-5,-13,15
CC(=O)NS(=O)(=O)c1ccc(NC(=S)Nc2ccccc2)cc1,-0.7,1,-8,2,0,0.1,-2,-12,9

Looked up above:
TAAR1 antagonist result of CC1(C)C(C=C(Cl)Cl)C1C(=O)NC(O)C(=O)c1ccccc1 (configuration not stated) stands at -20
CHRM1 agonist result of CC(=O)NN1C(=O)/C(=C\c2ccc(O)cc2)SC1=S stands at 4

(more compounds)
SMILES,V1aR counter,CHO-K1 Ca antag,TAAR1 antagonist,CHO parental Ca,TAAR1 ag,CHO-K1 Ca ag,CHRM1 agonist,OXTR potentiator,CHO-K1 Ca PAM
O=C(OCc1ccccc1)N1CCC2CC1c1cc(N3CCNCC3)ccc12 (configuration not stated),nt,-7,-16,nt,14,3.3,-9,nt,20
O=c1[nH]c(/C(Cl)=C/c2cccc(F)c2)nc2cc(C(F)(F)F)ccc12,0.6,3,-8,-17,-1,0.3,-8,-2,6
COc1ccc(S(=O)(=O)Nc2ccccc2C(=O)N2CCOCC2)cc1Cl,1.0,-15,-10,-20,1,1.4,-3,-6,21
Cc1ccc(S(=O)(=O)Nc2ccccc2C(=O)Nc2ccc(S(=O)(=O)Nc3nccc(C)n3)cc2)cc1,1.1,-3,1,-2,0,0.0,-5,0,6
O=C(/C=C/c1ccccc1[N+](=O)[O-])OCC(=O)N1CCCC1,-0.4,-22,2,-7,0,-0.2,0,7,16
Cc1c(NC(=O)c2ccc(Cl)c(S(=O)(=O)N3CCOCC3)c2)c(=O)n(-c2ccccc2)n1C,0.9,-17,9,-11,8,0.2,-7,-2,22
O=C(NCCc1c[nH]c2ccccc12)/C(=C/c1ccco1)NC(=O)c1ccco1,0.0,2,-6,-11,1,0.2,-5,-6,3
Cc1c(Cl)cccc1NC(=O)N1CCCN(c2nc(-c3ccccc3)ns2)CC1,9.4,9,14,29,-1,13,-1,-16,-21
Clc1c(-c2ccccc2)nc2ccccn12,-1.4,-2,-17,-15,0,0.1,-4,6,8
Cc1ccc(NC(=O)c2ccc(OC(=O)C(C)Oc3ccc(Cl)cc3C)cc2)cc1 (configuration not stated),0.4,3,-8,-4,4,0.3,-3,-6,9
Cc1ccc(SCCNC(=O)c2ccc(CN3CCOCC3)cc2)cc1,1.0,-6,-9,-17,0,0.9,-11,-3,9
CCc1ccc(N(CC(=O)NC(C)(C)CC)C(=O)CCC(=O)Nc2nccs2)cc1,0.7,-19,-8,-11,9,0.5,-3,-1,21
O=C(CCS(=O)(=O)c1ccccc1)Nc1cccc(-c2nc3ccccc3s2)c1,8.9,6,60*,-5,19,7.3,-2,-18,4
COc1ccc(NC(=O)CN2CCN(c3ccccn3)CC2)cc1Cl,1.6,-9,6,-8,3,1.1,-4,-1,15
CC(C)C1C(C#N)=C(N)SC(N)=C1C#N,1.8,-4,3,4,13,0.7,0,-5,4
CCN1C[C@@H]2[C@@H]3C(=O)N(Cc4ccccc4)C(=O)[C@@H]3[C@](Cc3ccccc3)(C1=O)N2C(=O)c1ccc(Cl)c(Cl)c1,nt,-8,25,nt,27,1.9,-2,nt,13
O=C(NNC(=O)c1cccc2ccccc12)c1ccccc1O,5.2,-7,-28,-2,2,3.1,4,-8,-15
O=C(Oc1ccc[nH]c1=O)c1ccc(F)cc1,nt,-7,-22,nt,0,0.6,-2,nt,8
O=C(OCc1c(F)cccc1Cl)c1cccnc1Cl,1.0,-16,-8,-14,-2,0.5,-10,-6,8
CCCNC(=O)c1cc(C2CCCCN2C(=O)c2ccc(OC)cc2)on1 (configuration not stated),nt,1,-17,nt,2,0.1,-6,nt,4
Cc1cc(NS(=O)(=O)c2ccc(NC(=O)/C=C/c3ccc(Br)cc3)cc2)no1,0.5,9,-3,13,-1,-0.7,-4,-8,-28
CCOc1ccc(CCN2C(=S)N([C@@H](Cc3ccc(O)cc3)CN3CCC[C@@H]3CN3C(=S)NC[C@@H]3Cc3ccccc3)C[C@@H]2Cc2ccc(O)cc2)cc1,nt,10,-15,nt,1,0.3,-9,nt,-5
COc1ccc(/C=C/C(=O)c2ccc3c(c2)OCCO3)cc1[N+](=O)[O-],-0.1,-15,0,-30,5,0.2,0,-10,-6
CCn1c(COc2cccc3ccccc23)nnc1SCC(=O)OC1CCCCC1,-0.5,-13,-11,-6,13,2.2,-4,-3,16
CC1=NN(c2ccc(C(=O)O)c(N)c2)C(=O)C1,1.2,4,-9,-7,2,-0.2,-4,3,7
CCn1cc(/C=C(\NC(=O)c2ccc(OC)c(OC)c2)C(=O)N2CCN(C)CC2)c2ccccc21,0.4,-14,2,-20,0,0.8,-5,-1,10
CN1C/C(=C/c2cccnc2)C(=O)/C(=C/c2cccnc2)C1,0.3,6,-7,-6,1,-0.2,3,8,-6
O=C1C2CC=CCC2C(=O)N1Nc1ccccc1 (configuration not stated),-0.3,1,-1,1,4,-0.3,-6,-5,-6
O=C1[C@H](Cc2ccccc2)NCCCC[C@@H](c2ccc(Cl)cc2)N1Cc1ccccc1,nt,-9,17,nt,39*,2.0,2,nt,13
Cc1ccc([N+](=O)[O-])cc1S(=O)(=O)N1CCNCC1,0.2,-6,-2,-6,1,0.4,-12,0,23
CC1CCN(C(=O)COC(=O)C2CCN(S(=O)(=O)c3ccc(Cl)c(C(F)(F)F)c3)CC2)CC1,2.6,-4,10,-15,2,-0.2,-2,-10,5
CC(C)n1cc(/C=N\NC(=O)c2cc3c(ccc4ccccc43)o2)c2ccccc21,nt,-17,4,nt,11,0.1,-3,nt,17
CC(C)c1ccc(CC(=O)N2CCC2(C)C(=O)NCCC#N)cc1 (configuration not stated),nt,-4,-16,nt,4,0.3,-4,nt,-8
C#CCOCCOCCOCCNc1nc(N2CCN(C(=O)Cn3cc(CCCN=C(N)N)nn3)CC2)nc(N2CCN(C(=O)[C@H]([C@@H](C)CC)n3cc(CCC(=O)O)nn3)CC2)n1,1.2,-10,-27,3,6,-0.3,-5,-7,10
COc1ccccc1CCn1cnc(C)c1CC(C)C,nt,-6,29,nt,76*,0.7,nt,nt,5
O=C(CSc1nnnn1-c1ccc(F)cc1)Nc1ccccc1F,nt,-5,0,nt,-1,1.1,0,nt,14
COc1ccc(S(=O)(=O)N2CCN(c3ccccn3)CC2)cc1[N+](=O)[O-],1.4,-5,-2,-16,0,1.1,-2,1,-2
Cc1ccc(NC(=O)COc2cccnc2[N+](=O)[O-])cc1S(=O)(=O)N1CCOCC1,0.6,-10,4,-4,3,1.5,-5,-3,5
COc1ccc(-c2noc(CN(C)Cc3ccccc3)n2)c(OC)c1OC,nt,-6,12,nt,1,0.6,-4,nt,19
CCn1c(C)nnc1SCC(=O)Nc1ccc(Cl)cc1,nt,-7,-13,nt,4,0.5,-6,nt,13
Cc1ccc(OCCC(=O)NNC(=O)c2ccncc2)cc1,nt,-9,-16,nt,1,-0.4,-1,nt,3
O=C(NCCO)/C(=C\c1cccc([N+](=O)[O-])c1)NC(=O)c1ccco1,0.3,-3,6,-11,1,0.1,-5,-7,12
Cc1cnc(NC(=O)CSc2nnc(COc3c(C)cccc3C)o2)s1,-0.3,-11,6,-7,2,0.7,-1,-3,15
O=C(Nc1ccc(F)cc1)c1cccc(N2C(=O)c3ccccc3C2=O)c1,1.4,-7,10,-22,0,1.7,-2,-1,-1
O=C(Nn1cnc2ccccc2c1=O)c1ccc(F)cc1Cl,0.4,-21,1,-6,4,0.3,-4,-1,6
CC(C)n1cnc2c(N(C)c3ccccc3)nc(N(CCN(C)C)Cc3ccccc3)nc21,2.9,-5,9,-20,37,3.5,-4,-10,16
